Compound activity (PubChem)
M1AAP inhibition = P. falciparum M1AAP inhibitors, biochemical, fluorogenic H-Leu-NHMec substrate, 1536-well (AID 1445) | Aminopeptidase N (Plasmodium falciparum (isolate 3D7)) | recombinant M1AAP, H-Leu-NHMec fluorogenic kinetic assay; higher % means a stronger effect | inhibition, % at 30 µM, or IC50 in µM where a hit was titrated | hit rate 0.42% among 220,000;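 active means primary inhibition above the hit cutoff, then over 50% inhibition at one or more dose response concentrations, cut at about 23% in these data, passing the limit was not always enough; inconclusive means conflicting primary data, or primary hits not chosen for dose response; inactive means low primary inhibition, or under 50% at every dose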;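 further: plate controls were DMSO full reaction for no effect and no enzyme background for full effect; strong numbers were not always called active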
KOR beta-arrestin-1 = KOR antagonists, beta-arrestin recruitment, cell-based, luminescence, uHTS (AID 1778) | KOR beta-arrestin recruitment, luminescence, antagonist mode; higher % means a stronger effect | inhibition, % at 10 µM; hits with a dose series show IC50 in µM | hit rate 0.091% among 290,000; further: strong numbers were not always called active
GPR55 activation = GPR55 agonists via beta-arrestin recruitment, primary screen, imaging, U2OS cells, beta-arrestin-GFP redistribution (AID 1961). G-protein coupled receptor 55 (Homo sapiens). U2OS GPR55 beta-arrestin-GFP redistribution imaging; higher % means a stronger effect. activation, % at 10 µM, or EC50 in µM where a hit was titrated. hit rate 0.048% among 290,000;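 active means activation above 40% with more than 50 cells counted in the well; inconclusive means wells holding fewer than 50 cells, flagged as toxic or sparse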;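 further: U2OS osteosarcoma cells stably expressing GPR55 and beta-arrestin-GFP; plate controls were DMSO negative control for no effect and LPI positive control for full effect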
NOD1 NF-kB reporter = NOD1 signaling inhibitors, primary screen, cell-based, luminescence, uHTS (AID 1578) | hit rate 1% among 290,000 | NOD1-driven NF-kB luciferase reporter cells, luminescence; higher % means a stronger effect | inhibition, % at 4 µM; hits with a dose series show EC50 in µM; in the data active means inhibition mostly above about 36%, no sharp cut-off; inactive means mostly below about 34%;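 further: HEK-293T reporter cells stimulated with the NOD1 agonist gamma-tri-DAP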
NOD2 inhibition = NOD2 signaling inhibitors, cell-based, luminescence, uHTS, HEK293 (AID 1566). HEK293 NOD2/NF-kB luciferase reporter, luminescence; higher % means a stronger effect. inhibition, % at 4 µM, or EC50 in µM where a hit was titrated. hit rate 0.63% among 290,000; further: many of its hits are not listed in these tables
M17LAP inhibition = P. falciparum M17LAP inhibitors, primary screen, biochemical, fluorogenic H-Leu-NHMec substrate, 1536-well (AID 1619). hit rate 0.38% among 220,000. Leucine aminopeptidase (Plasmodium falciparum (isolate 3D7)). inhibition, % at 30 µM; hits with a dose series show IC50 in µM. recombinant M17LAP, H-Leu-NHMec fluorogenic kinetic assay; higher % means a stronger effect;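 active means compound inhibiting the enzyme by more than half at any dose during confirmatory dose-response retesting; inconclusive means strong single-dose inhibitors picked by rank but not retested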;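 further: plate controls were full reaction with DMSO carrier for no effect and no enzyme background for full effect; strong numbers were not always called active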
AID2073 = inhibitors of Mint1-CaV2.2 protein interaction, biochemical, HTRF (AID 2073). HTRF protein-protein interaction, Mint1-CaV2.2; higher % means a stronger effect. Voltage-dependent N-type calcium channel subunit alpha-1B (Homo sapiens). hit rate 0.19% among 290,000. inhibition, % at 20 µM; hits with a dose series show IC50 in µM; in the data active means inhibition mostly above about 51%, no sharp cut-off; inconclusive means no clear call, values can overlap the other calls; inactive means mostly below about 53%; further: some results filed as inactive read as strong as hits
KOR beta-arrestin-2 = KOR agonists, beta-arrestin recruitment, primary screen, cell-based, luminescence, uHTS (AID 1777); Kappa-type opioid receptor (Homo sapiens); KOR beta-arrestin recruitment, luminescence; higher % means a stronger effect; activation, % at 10 µM; hits with a dose series show EC50 in µM; hit rate 0.02% among 280,000; in the data active means activation above about 50%, passing the limit was not always enough; further: a part of the inactive calls stands beside numbers as strong as those of hits
Dynein cargo inh = inhibitors of GR-EGFP nuclear translocation, primary screen, dynein cargo transport inhibitor project, imaging, high-content, 3617.4 mouse cells | test concentration mostly 20 µM; stimulated with dexamethasone, 1 µM; hits give low values | hit rate 0.47% among 220,000 | z-score, hits read low;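 active means plate z-score of nuclear minus cytoplasmic receptor signal below a set negative limit, without overly bright fluorescence or cell loss, cut at about -3.5 in these data, passing the limit was not always enough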;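 further: z-score of nuclear minus cytoplasmic ring GR-EGFP intensity difference per well; some compounds called inactive have numbers as strong as hits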
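Also added – dexamethasone, 1.0 µM final · Buffer or medium – tet-free, stripped-serum medium · Schedule – induction 48 h, compound 1 h, agonist 30 min · Detection – formaldehyde fixation, Hoechst nuclear stain, 10x automated fluorescence imaging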
Dynein cargo inh cytoplasmic EGFP = recorded beside Dynein cargo inh, whose call it bears; z-score; measured here: cytoplasmic GR-EGFP intensity; hits give high values
Dynein cargo inh nuclear GR-EGFP = recorded beside Dynein cargo inh, whose call it bears; z-score; measured here: nuclear GR-EGFP intensity;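 lower value marks the stronger effect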
Dynein cargo inh cell count = recorded beside Dynein cargo inh, whose call it bears; z-score; measured here: cell count per field
Numbers without * were called inactive; ? = inconclusive; / = not tested or not shown; [ ] = dose if it differs, or a comment. Unless noted, no stated cut-off is given here; in the data, active means inhibition above about 50%; inactive means the rest. These rows are one share of the data; the hit share may differ from the screen's.

Molecule	KOR beta-arrestin-1	Dynein cargo inh cytoplasmic EGFP	KOR beta-arrestin-2	Dynein cargo inh nuclear GR-EGFP	Dynein cargo inh	GPR55 activation	M17LAP inhibition	AID2073	M1AAP inhibition	NOD2 inhibition	Dynein cargo inh cell count	NOD1 NF-kB reporter
CCCOc1ccc(NC(=O)CC2C(=O)N(C)C(=S)N2Cc2cccs2)cc1 (centres undefined)	2%	/	-3.8%	/	/	0.7%	4%	-8%	-8%	-31%	/	27%
Cc1ccc(NC(=O)CCNS(=O)(=O)c2ccc3[nH]c(=O)oc3c2)cc1	-2%	/	7.3%	/	/	0.0%	/	16%	/	-3%	/	-8%
COCCN(CC(=O)NCc1ccc2c(c1)OCO2)C(=O)CCC(=O)Nc1nccs1	8%	-0.19	-3.1%	0.66	1.4	0.2%	-4%	9%	2%	13%	-0.51	-18%
CCCc1cc(=O)[nH]c(SCC(=O)N2CCN(c3ccc(F)cc3)CC2)n1	-61%	-0.24	7.6%	0.18	0.015	0.0%	6%	-4%	-2%	-1%	0.27	5%
CC(=O)Nc1ccc(S(=O)(=O)/N=C2\C(=O)c3ccccc3C([O-])=C2n2cc[n+](-c3ccccn3)c2)cc1	33%	-0.23	-0.6%	-0.52	-0.61	0.2%	8%	-7%	2%	12%	1.3	-8%
COC(=O)CCC(=O)Nc1cccc([N+](=O)[O-])c1	11%	-0.2	-0.1%	0.69	1	0.5%	-7%	-8%	-9%	18%	-0.27	-26%
COc1ccc(NC(=O)CN2C(=O)COc3ccc(S(=O)(=O)N4CCCCC4)cc32)cc1OC	-11%	/	-7.2%	/	/	-0.1%	/	-1%	/	-2%	/	-38%
COc1ccc(NC(=O)CSc2nnc(N)s2)cc1	-1%	0.56	-0.1%	-0.16	-1.1	-0.1%	16%	1%	3%	1%	0.13	-23%
COc1ccc(N2CCN(CNC(=O)c3ccccc3)CC2)cc1	-13%	/	-1.1%	/	/	-0.2%	/	0%	/	14%	/	-16%
COc1ccc(NC(=S)N(CCN2CCOCC2)C2CCN(C(C)=O)CC2)cc1Cl	14%	-0.34	-4.1%	-0.17	0.37	-0.3%	-8%	-10%	1%	1%	0.47	-20%
CN(C(=O)c1ccc2c(c1)OCO2)C1(C(=O)NC2CCCCC2)CCCCC1	16%	-0.29	-2.9%	0.25	0.16	-0.1%	19%	5%	2%	-4%	0.031	12%
O=C(CSc1ccccc1)Nc1ccc(S(=O)(=O)Nc2ncccn2)cc1	-35%	-0.21	6.8%	0.0039	-0.14	-0.5%	5%	-6%	4%	6%	0.49	-17%
CC1CN(C(=O)CCC(=O)NCc2ccc(F)cc2)c2ccccc2S1 (centres undefined)	10%[20 µM]	/	1.0%	/	/	0.0%	/	4%	/	-2%	/	22%
CSc1nc(-c2ccco2)nn1C(=O)c1ccc(C)cc1	-8%	-0.16	3.7%	0.027	-0.57	-0.1%	-4%	-13%	1%	0%	0.36	-23%
O=C(Nc1ccccc1)Nc1nc2ccccc2s1	-12%	-0.29	-3.7%	0.86	1.2	1.2%	-3%	15%	2%	-267%	-0.64	-76%
CCC(=O)N1Cc2ccccc2-c2ccccc2C1=O	-4%	-0.25	1.0%	0.14	0.17	-0.1%	8%	3%	2%	-1%	-0.02	-4%
N=c1c2c(n(Cc3ccc([N+](=O)[O-])cc3)c3c1CCC3)CCCC2	11%	-0.24	-2.5%	0.016	-0.23	-0.4%	-6%	13%	-1%	9%	0.32	-2%
CCCC(=O)Nc1ccccc1NC(=O)c1ccc(OCC)cc1	20%	-0.36	-3.9%	0.047	-0.67	0.1%	-6%	-5%	-9%	0%	0.91	2%
Cc1nc2ccc(C(=O)N3CCN(c4ccccn4)CC3)cc2s1	-17%	-0.25	4.6%	0.43	0.51	-0.1%	12%	-2%	16%	12%	0.76	6%
CC(C)(C)c1ccc(C(=O)CC(Sc2ccc(Cl)cc2)C(=O)O)cc1 (centres undefined)	-24%	0.63*	-0.4%	-1.8*	-4.6*	-0.1%	-1%	7%	8%	-4%	0.11*	33%
COc1ccc(/C=C/C(=O)NCCNC(=O)c2ccccc2)cc1OC	-9%[20 µM]	-0.27	-3.8%	0.65	0.95	-0.1%	0%	2%	2%	-2%	-0.21	-20%
O=C(NCC1CCCO1)c1ccc(Cl)c(S(=O)(=O)N2CCOCC2)c1 (centres undefined)	-10%	/	-1.9%	/	/	-0.2%	/	8%	/	-10%	/	-12%
Cc1cc2nsnc2c(S(=O)(=O)N2CCN(C)CC2)c1C	-11%	/	5.6%	/	/	0.3%	/	45%	/	-24%	/	56%
O=C(CSCC(=O)NCc1ccco1)NCc1ccco1	-11%	-0.24	0.4%	1	0.99	-0.2%	5%	2%	8%	14%	-0.43	-5%
COc1ccc(NC(=O)Cc2nnc(SCC(=O)NC3=NCCS3)n2C)cc1	-4%	/	1.2%	/	/	-0.1%	/	2%	/	4%	/	-10%
COc1ccccc1CNC(=O)C1CCN(S(=O)(=O)c2ccc3c(c2)CC(C)N3C(=O)C2CC2)CC1 (centres undefined)	-25%	/	0.4%	/	/	-0.1%	/	4%	/	8%	/	-12%
CC(Sc1nnc2c(n1)C1CCC2(C)C1(C)C)C(=O)Nc1ccccc1 (centres undefined)	-6%	-0.23	2.2%	-0.14	0.11	-0.3%	13%	0%	0%	19%	-0.42	-6%
COc1ccc(C(=O)NC(=S)Nc2ccc(NC(=O)c3ccco3)cc2)cc1[N+](=O)[O-]	-15%	-0.33	6.3%	-0.62	-0.62	0.1%	16%	12µM*	11%	15%	0.75	-9%
CCN(CC)S(=O)(=O)c1ccc(NS(=O)(=O)CC23CCC(CC2=O)C3(C)C)cc1 (centres undefined)	24%	-0.26	4.3%	-0.17	-0.82	0.3%	13%	8%	6%	-12%	1.1	-25%
Cc1c(C(=O)N2CCCC2)sc(NC(=O)c2cccc(Cl)c2)c1C#N	-4%	-0.28	1.2%	-0.45	-0.65	-0.2%	19%	6%	3%	44%	0.37	20%

Going on with the list.
Molecule	KOR beta-arrestin-1	Dynein cargo inh cytoplasmic EGFP	KOR beta-arrestin-2	Dynein cargo inh nuclear GR-EGFP	Dynein cargo inh	GPR55 activation	M17LAP inhibition	AID2073	M1AAP inhibition	NOD2 inhibition	Dynein cargo inh cell count	NOD1 NF-kB reporter
Cc1ccc(CN2CCS(=O)(=O)CC2)cc1	-24%	-0.2	2.4%	0.84	1.2	0.2%	-9%	-2%	0%	2%	-0.19	11%
CCOC(=O)N1CCN(S(=O)(=O)c2ccc3[nH]cc(C(=O)O)c(=O)c3c2)CC1	-15%	-0.15	2.5%	1.1	0.87	-0.2%	-10%	?	5%	31%	-1.3	8%
COCCN1CCn2c(nc3cc(NC(=O)c4cccs4)ccc32)C1	/	-0.11	/	-0.32	-0.63	-0.1%	0%	13%	6%	6%	0.95	-28%
Cn1c(=O)c2c(nc(NN=C3CCCC3)n2C)n(C)c1=O	4%	-0.21	-1.6%	0.48	0.33	-0.1%	-2%	-1%	-2%	8%	-0.18	-2%
Cc1ccc(N2CCN(C(=O)c3ccccc3)CC2)c(C)c1	2%	-0.24	-1.4%	0.72	1.6	-0.1%	12%	-6%	15%	5%	-0.42	-6%
O=C(/C=C\NCC(=O)c1ccccc1)c1ccc(F)cc1	-4%	0.78	3.1%	0.61	-0.1	-0.1%	9%	-8%	-4%	-13%	0.45	0%
Cc1ccc(-c2cc(C(=O)N3CCCCC3)c3ccccc3n2)cc1C	-13%	/	-1.9%	/	/	0.2%	/	15%	/	-58%	/	11%
C=CCn1ccc(O)c(Cc2ccc(Cl)cc2)c1=O	22%	/	-4.2%	/	/	-0.1%	/	2%	/	14%	/	-9%
Cc1ccc(C(=O)N2CCN(C(=O)N3CCOCC3)CC2)cc1	11%	-0.22	-2.2%	-0.9	-0.43	0.0%	-4%	-2%	1%	21%	1.1	-16%
COc1cc(C)ccc1OCCCON1C(=O)CCC1=O	-23%	0.25	-0.4%	-0.44	-0.72	0.3%	7%	5%	-6%	-1%	1	-5%
Nc1nc(N)c2ncc(C(=O)CCc3ccccc3)nc2n1	-29%[20 µM]	-0.21	0.5%	-0.11	-1.3	-0.1%	-2%	16%	3%	-3%	1.7	5%
Cc1nn2c(NCCCN(C)C)c3c(nc2c1-c1ccccc1)CCC3	5%	0.69	-4.4%	1.7	4.2	-0.2%	14%	13%	1%	-1%	-1.8	6%
c1ccc(CC2CCN(C3=Nc4cccc5cccc3c45)CC2)cc1	0%	-0.38	-1.2%	0.14	0.17	-0.4%	8%	9%	6%	-20%	0.42	1%
Cc1ccccc1-n1c(SCc2csc(Nc3ccccc3)n2)nnc1-c1cccnc1	35%	0.013	0.6%	0.011	0.14	-0.1%	24%	-11%	9%	2%	-1.5	-18%
CSCCC(=O)NC1CC(C)(C)Cc2c1cnn2-c1ccccc1C (centres undefined)	-24%[20 µM]	/	-1.8%	/	/	0.7%	/	-2%	/	3%	/	-15%
COC(=O)c1cc(N2CCN(C)CC2)nc2ccccc12	20%	-0.29	0.6%	0.022	0.32	0.1%	4%	21%	2%	12%	-0.96	-28%
Cc1nn(Cc2ccc(F)cc2)c(C)c1NC(=O)C1c2ccccc2Oc2ccccc21	21%	-0.21	-5.9%	0.35	0.3	0.8%	11%	6%	5%	7%	-0.94	-31%
CCc1ccc(NC2CC(=O)N(CCc3ccc(OC)c(OC)c3)C2=O)cc1 (centres undefined)	-14%	0.0076	-0.7%	-0.22	-0.28	-0.2%	-3%	-8%	-1%	1%	0.78	-34%
CCCS(=O)(=O)c1nc(S(=O)(=O)c2ccc(C)cc2)c(NCCCn2ccnc2)s1	-11%	/	-2.2%	/	/	-0.1%	/	15%	/	4%	/	-4%
CCO[C@H]1OC(C(=O)NCc2ccccc2)=C[C@@H](c2ccc(Br)cc2)[C@@H]1CCCO	-16%	-0.29	-1.1%	0.33	-0.077	-0.2%	-4%	7%	-3%	12%	0.01	-27%
